M. tuberculosis GlmU = inhibition of mycobacterial GlmU enzyme – biochemical, glucosamine-1-phosphate acetyltransferase (AID 1376); M. tuberculosis GlmU acetyltransferase enzyme assay; higher % means a stronger effect; inhibition, %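 (tested at 30 µM in the primary screen)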, or IC50 in µM where a hit was titrated; 220,000 compounds, 0.25% hits; in the data active = inhibition above about 13%;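 note: 0% = complete reaction with vehicle and 100% = reaction without substrate; strong numbers were not always called active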
Mtb RmlCD inh = inhibitors of Mycobacterium tuberculosis RmlC and RmlD coupled enzymes | P9WH09+P9WH11 | RmlC+RmlD coupled enzyme assay, percent inhibition; primary screen in compound mixtures | inhibition, % at 3.6 µM | 160,000 compounds, 0.03% hits; in the data active = inhibition mostly above about 34%, no sharp cut-off; note: some results filed as inactive read as strong as hits
Target sequence (P9WH09 whole entry, looked up): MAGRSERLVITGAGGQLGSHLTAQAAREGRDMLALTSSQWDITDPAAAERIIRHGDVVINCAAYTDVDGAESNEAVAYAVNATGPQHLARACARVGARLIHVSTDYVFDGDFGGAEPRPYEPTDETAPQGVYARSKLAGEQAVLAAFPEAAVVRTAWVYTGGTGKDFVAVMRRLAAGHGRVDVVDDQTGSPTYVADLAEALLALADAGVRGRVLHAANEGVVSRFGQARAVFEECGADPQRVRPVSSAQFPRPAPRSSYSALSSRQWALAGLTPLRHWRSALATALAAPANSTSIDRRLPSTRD
Target sequence (P9WH11 whole entry, looked up): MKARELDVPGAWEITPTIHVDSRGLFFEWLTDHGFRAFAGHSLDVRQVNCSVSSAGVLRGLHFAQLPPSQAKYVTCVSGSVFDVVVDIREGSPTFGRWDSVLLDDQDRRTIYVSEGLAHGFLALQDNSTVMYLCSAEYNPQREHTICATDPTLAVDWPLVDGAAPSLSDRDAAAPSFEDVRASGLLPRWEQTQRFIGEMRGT
Starred values were filed as active, the others as inactive; / = not tested or not shown. Some of the compounds tested (hit frequency here may not be typical).

The first two compounds as a preview:
Value order: Mtb RmlCD inh | M. tuberculosis GlmU
#1 O=C(Nc1ccc(C(=O)O)c(O)c1)c1ccccc1
  -1 | -2.7%
#2 COc1ccc(CN2CCN(C(c3ccc(F)cc3)c3ccc(F)cc3)CC2)c(OC)c1OC
  / | 8.2%

The list itself, repeating the preview:
Value order: Mtb RmlCD inh | M. tuberculosis GlmU
#1 O=C(Nc1ccc(C(=O)O)c(O)c1)c1ccccc1
  -1 | -2.7%
#2 COc1ccc(CN2CCN(C(c3ccc(F)cc3)c3ccc(F)cc3)CC2)c(OC)c1OC
  / | 8.2%
#3 Cc1[nH]c2ccccc2c1/C=N/NC(N)=S
  10 | 6.2%
#4 Cn1c(=O)c2c(ncn2CCO)n(C)c1=O
  1 | /
#5 COc1ccc2nc(NC(=O)Nc3ccccc3)sc2c1
  / | 3.4%
#6 CCCCC1C(=O)N(c2ccccc2)N(c2ccccc2)C1=O
  / | 1.8%
#7 Cc1cccc(C)c1NC(=O)C1CCCCN1C (stereo unspecified)
  / | 1.7%
#8 Nc1ncnc2nc[nH]c12
  / | 1.2%
#9 CNc1c2c(nn1C)CCCC2
  -5 | 3.5%
#10 CN(C)CCOc1ccccc1Cc1ccccc1
  / | 2.3%
#11 COC(=O)C1=CO[C@@H](OC2OC(CO)C(O)C(O)C2O)[C@@H]2[C@@H](C)[C@@H](O)C[C@H]12 (stereo partly specified)
  / | -4.9%
#12 O=c1ccn([C@H]2C[C@H](O)[C@@H](CO)O2)c(=O)[nH]1
  / | -0.5%
#13 C/C=C(/C)C(=O)OC1c2c(ccc3ccc(=O)oc23)OC(C)(C)C1OC(=O)/C(C)=C\C (stereo unspecified)
  -3 | 2.9%

Whole records from above.
Profile of COc1ccc2nc(NC(=O)Nc3ccccc3)sc2c1 → Mtb RmlCD inh = /; M. tuberculosis GlmU = 3.4%
Profile of Nc1ncnc2nc[nH]c12 → Mtb RmlCD inh = /; M. tuberculosis GlmU = 1.2%

Single values from above:
`O=c1ccn([C@H]2C[C@H](O)[C@@H](CO)O2)c(=O)[nH]1` in M. tuberculosis GlmU has -0.5%
`Nc1ncnc2nc[nH]c12` in M. tuberculosis GlmU has 1.2%

Screening data (PubChem BioAssay)
